Bioassay records from PubChem.
Pf apPOL block = Pf-apPOL DNA polymerase inhibition. Recombinant Pf-apPOL, molecular beacon fluorescence, 1.5 h. inhibition, % at 10 µM. hit rate 0.25% among 210,000. AID 1794808
mHTT CaM bind = mHTT-calmodulin interaction abrogation | P42858 | AlphaScreen His-mHTT/GST-CaM binding, luminescence | inhibition, % at 15 µM | hit rate 3.6% among 190,000;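 note: 0% = both proteins with DMSO and 100% = one protein alone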
Target sequence (P42858 whole entry, looked up, stated change not applied): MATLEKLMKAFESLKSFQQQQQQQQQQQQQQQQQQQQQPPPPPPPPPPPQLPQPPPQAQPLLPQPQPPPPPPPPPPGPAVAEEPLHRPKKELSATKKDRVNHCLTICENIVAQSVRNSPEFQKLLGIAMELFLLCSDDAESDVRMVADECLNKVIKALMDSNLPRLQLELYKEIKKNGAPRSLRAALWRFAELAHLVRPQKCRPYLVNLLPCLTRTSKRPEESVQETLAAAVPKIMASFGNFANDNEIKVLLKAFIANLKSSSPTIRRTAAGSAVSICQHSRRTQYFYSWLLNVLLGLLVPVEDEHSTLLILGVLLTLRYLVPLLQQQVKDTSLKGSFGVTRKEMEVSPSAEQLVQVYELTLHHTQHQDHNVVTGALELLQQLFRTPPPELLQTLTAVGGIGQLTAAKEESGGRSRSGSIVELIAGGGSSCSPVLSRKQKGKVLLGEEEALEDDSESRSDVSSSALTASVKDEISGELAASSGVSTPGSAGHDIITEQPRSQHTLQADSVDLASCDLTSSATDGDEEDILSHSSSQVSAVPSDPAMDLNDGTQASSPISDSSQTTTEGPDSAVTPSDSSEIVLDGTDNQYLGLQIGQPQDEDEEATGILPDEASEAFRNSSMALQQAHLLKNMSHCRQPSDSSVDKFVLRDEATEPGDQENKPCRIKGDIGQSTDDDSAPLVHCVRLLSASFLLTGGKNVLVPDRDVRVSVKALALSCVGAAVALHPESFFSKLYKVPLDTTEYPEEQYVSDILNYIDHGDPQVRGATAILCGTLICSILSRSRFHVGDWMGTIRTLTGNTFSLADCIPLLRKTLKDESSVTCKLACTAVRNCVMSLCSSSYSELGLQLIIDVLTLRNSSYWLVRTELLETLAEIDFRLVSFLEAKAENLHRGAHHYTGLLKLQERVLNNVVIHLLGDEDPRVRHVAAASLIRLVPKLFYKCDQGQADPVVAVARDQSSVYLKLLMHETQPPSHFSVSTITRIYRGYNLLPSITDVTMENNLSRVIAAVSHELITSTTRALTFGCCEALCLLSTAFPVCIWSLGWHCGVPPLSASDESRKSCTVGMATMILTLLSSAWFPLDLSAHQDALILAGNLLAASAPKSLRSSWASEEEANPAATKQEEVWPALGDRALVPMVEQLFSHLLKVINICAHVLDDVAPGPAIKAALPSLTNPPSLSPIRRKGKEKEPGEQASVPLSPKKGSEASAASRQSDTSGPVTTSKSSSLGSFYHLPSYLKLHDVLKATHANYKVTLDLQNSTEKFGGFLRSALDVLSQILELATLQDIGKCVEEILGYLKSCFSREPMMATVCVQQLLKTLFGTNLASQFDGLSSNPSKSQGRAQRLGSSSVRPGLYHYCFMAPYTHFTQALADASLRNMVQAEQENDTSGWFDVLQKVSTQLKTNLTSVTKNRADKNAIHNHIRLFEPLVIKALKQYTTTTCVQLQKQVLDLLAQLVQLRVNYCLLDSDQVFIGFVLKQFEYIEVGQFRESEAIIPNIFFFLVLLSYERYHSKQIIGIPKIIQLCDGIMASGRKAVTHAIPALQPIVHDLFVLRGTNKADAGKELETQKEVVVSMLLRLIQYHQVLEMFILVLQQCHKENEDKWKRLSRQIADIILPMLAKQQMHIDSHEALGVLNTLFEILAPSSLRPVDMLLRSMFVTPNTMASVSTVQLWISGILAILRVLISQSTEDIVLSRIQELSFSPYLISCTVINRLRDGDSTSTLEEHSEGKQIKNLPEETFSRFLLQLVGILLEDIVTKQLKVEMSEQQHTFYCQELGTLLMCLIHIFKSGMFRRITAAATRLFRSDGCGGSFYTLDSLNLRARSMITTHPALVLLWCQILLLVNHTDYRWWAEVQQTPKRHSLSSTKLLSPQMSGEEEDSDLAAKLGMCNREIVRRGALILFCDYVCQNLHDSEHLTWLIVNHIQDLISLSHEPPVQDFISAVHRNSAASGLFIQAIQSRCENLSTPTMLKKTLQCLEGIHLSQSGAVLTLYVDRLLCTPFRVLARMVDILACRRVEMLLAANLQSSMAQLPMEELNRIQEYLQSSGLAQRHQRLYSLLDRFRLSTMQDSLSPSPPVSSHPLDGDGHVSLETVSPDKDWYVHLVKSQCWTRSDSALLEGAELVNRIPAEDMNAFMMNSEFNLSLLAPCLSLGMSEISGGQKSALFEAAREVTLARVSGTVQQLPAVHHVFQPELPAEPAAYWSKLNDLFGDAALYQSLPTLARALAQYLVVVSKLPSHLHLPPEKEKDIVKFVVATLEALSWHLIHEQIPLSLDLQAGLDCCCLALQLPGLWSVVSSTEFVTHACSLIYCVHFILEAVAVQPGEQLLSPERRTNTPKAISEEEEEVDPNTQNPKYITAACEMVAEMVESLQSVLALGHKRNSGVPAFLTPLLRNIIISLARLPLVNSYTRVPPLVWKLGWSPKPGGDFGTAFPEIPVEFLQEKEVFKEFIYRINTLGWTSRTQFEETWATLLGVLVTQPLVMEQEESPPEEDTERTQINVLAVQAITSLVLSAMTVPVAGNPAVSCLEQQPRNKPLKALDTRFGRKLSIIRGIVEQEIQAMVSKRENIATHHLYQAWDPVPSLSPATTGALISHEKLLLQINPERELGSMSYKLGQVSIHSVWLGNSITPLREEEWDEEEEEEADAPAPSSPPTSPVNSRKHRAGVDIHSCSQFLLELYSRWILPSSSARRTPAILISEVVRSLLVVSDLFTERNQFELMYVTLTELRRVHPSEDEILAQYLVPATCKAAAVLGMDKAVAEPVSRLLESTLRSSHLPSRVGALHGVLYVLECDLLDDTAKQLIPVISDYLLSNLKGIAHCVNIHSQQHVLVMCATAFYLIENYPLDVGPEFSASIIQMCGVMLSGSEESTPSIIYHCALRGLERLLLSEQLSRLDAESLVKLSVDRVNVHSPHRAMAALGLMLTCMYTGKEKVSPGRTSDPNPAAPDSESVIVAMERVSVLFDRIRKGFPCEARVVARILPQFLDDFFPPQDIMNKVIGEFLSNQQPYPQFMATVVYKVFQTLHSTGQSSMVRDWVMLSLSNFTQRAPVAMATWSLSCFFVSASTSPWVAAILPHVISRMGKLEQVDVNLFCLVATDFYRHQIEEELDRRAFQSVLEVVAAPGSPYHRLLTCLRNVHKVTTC
* hit, by the source's call; i = inactive; . = not tested or not shown; & = joins results of further samples. Cut-off read from the data, not from the text of the source: active = inhibition above about 50%; inactive = the rest.

SMILES	Pf apPOL block	mHTT CaM bind
COc1cccc(NC(=O)N2CCC(c3nc4cccnc4n3C)C2)c1 (stereo not drawn)	-5	1
Cc1cc(C)cc(OCC(O)CN2CCCCC2)c1 (stereo not drawn)	-2	4
Clc1ccc(OCCn2ccnc2)c(Br)c1	-3	6
Cc1oc(C(C)C)nc1C(=O)NCc1cccc(Cl)c1	-2	-21
CC(C)Cc1ccc(C(C)C(=O)Nc2ccccc2O)cc1 (stereo not drawn)	-3	-8
CC(=O)c1ccc(-c2cccc([C@H]3[C@@H]4C=CC[C@@H](C)[C@@H]4C(=O)N3Cc3ccccc3)c2)cc1	-1	14
Cc1ccc(NC(=O)Cc2nc(-c3ccccc3)n[nH]2)c(C)c1	-1	1
O=C1C(=Cc2oc3cc(O)ccc3c2Cl)Oc2cc(O)ccc21	-4	-6
CC1(C)CC(=O)C2=C(C1)N(c1ccc(S(N)(=O)=O)cc1)C(N)=C(C#N)C2c1ccco1 (stereo not drawn)	6	1
CNC(=O)c1cc2c(=O)n3cccc(C)c3nc2n(Cc2cccnc2)c1=N	3	-1
CCOc1ccccc1CN1CCC(C(=O)N2CCN(Cc3ccc4c(c3)OCO4)CC2)CC1	-1	2
COc1cccc(N=C2SC(C(=O)Nc3ccc(C)c(Cl)c3)CC(=O)N2C)c1 (stereo not drawn)	-3	17
CCc1ccc(S(=O)(=O)N2CCN(Cc3noc4ccccc34)CC2)cc1	0	-10
COc1ccc(-c2nn(C)c(=O)c3ccccc23)cc1NC(=O)c1ccc([N+](=O)[O-])cc1	1	8
C=CCc1ccccc1OCCCCN1CCN(C)CC1	-8	45
Cc1ccc(Cn2c(NN3CCN(C)CC3)nc3c2c(=O)[nH]c(=O)n3C)cc1	-6	3
Cc1cccc2c3c([nH]c12)CCC(NC(=O)CC(C)(C)C)C3 (stereo not drawn)	-1	12
O=C(Nc1nc2ccc(Cl)cc2s1)c1ccc(S(=O)(=O)N2CCOCC2)cc1	3&2	2&2
Fc1ccc(OCc2nc(-c3cccc(-c4ccn[nH]4)c3)no2)cc1	-1	16
COc1ccc(C2=N/C(=C\c3ccccc3)C(=O)O2)c(Cl)c1	-1	5
COc1ccc(CC(=O)Nc2ccccc2C(=O)Nc2ccc(C(=O)O)cc2)cc1	4	-2
COc1ccc(/C=C2/N=C(c3ccccc3Cl)OC2=O)c(OC)c1	1	4
CCC(C)Nc1ncnc2c1cnn2-c1ccc(OC)cc1 (stereo not drawn)	-8	8
C=CCOc1ccc(C(O)=C2C(=O)C(=O)N(CCCn3ccnc3)C2c2ccco2)cc1 (stereo not drawn)	0	13
CC(C)c1ccccc1NS(=O)(=O)c1cccc([N+](=O)[O-])c1	-1	2
Cc1ccc(N2CCCS2(=O)=O)cc1NC(=O)c1cccc(Br)c1	-1	-3
CCOC(=O)N1CCc2nn(CC(=O)Nc3ccccc3Cl)c(=O)cc2C1	-4	10
CC(=O)N(Cc1ccco1)C1(C(=O)NC2CCCC2)CCCCC1	6	-2
COc1cccc(/C=c2\sc3n(c2=O)CN(c2ccccc2)CN=3)c1	-7	-9
CC(C)(C)NC(=O)c1nn2c(c1Cl)NC(c1ccccc1)CC2C(F)(F)F (stereo not drawn)	2	11
COC(=O)N1CCN(Cc2nnnn2-c2ccc(F)c(F)c2)CC1	-7	-6
COc1ccc(C)cc1NC(=O)CCC1CCCN(c2cc(NC3CC3)ncn2)C1 (stereo not drawn)	-8	10
CCOC(=O)Cn1cnc2c(oc3nc(-c4ccccc4)cc(-c4ccccc4)c32)c1=O	-3	.
CCOc1ccccc1C(=O)N1CCc2cc(OC)c(OC)cc2C1COc1ccc(OC)cc1 (stereo not drawn)	-2	39
CCOC(=O)NN=C(C(=O)OCC)C(F)(F)F	2	.
CCOc1nccnc1NC1CCN(C(=O)c2cnccn2)CC1	-1	3
CC12CC(NC(=O)N1c1cccc(C(=O)NC3CCCCC3)c1)c1cc(Cl)ccc1O2 (stereo not drawn)	3	2
OC(COCC1CC2CCC1C2)CN1CCN(C(c2ccccc2)c2ccccc2)CC1 (stereo not drawn)	2	62*
Nc1nc(/C=C/c2ccccc2)c([N+](=O)[O-])c(=O)[nH]1	-11	18
C=CCOc1nc2c(c(=O)n(C)c(=O)n2C)n1Cc1cccc(Cl)c1	3	-1

Nothing new here: an excerpt of the list.
SMILES	Pf apPOL block	mHTT CaM bind
Nc1nc(/C=C/c2ccccc2)c([N+](=O)[O-])c(=O)[nH]1	-11	18
C=CCOc1nc2c(c(=O)n(C)c(=O)n2C)n1Cc1cccc(Cl)c1	3	-1

(continued)
SMILES	Pf apPOL block	mHTT CaM bind
CCOC(=O)C1C(=O)C=C(c2ccc(OC)c(OC)c2)CC1c1ccc(OC)cc1 (stereo not drawn)	2	-2
Cc1cc(N2CCCCC2)n2c(nc3ccccc32)c1C#N	-4	-7
Brc1ccc(-c2ncnn2-c2ccc(Br)nc2)cc1	-1	-2
O=C(NC1CC1)C1CCCN(c2cn[nH]c(=O)c2)C1 (stereo not drawn)	-1	-5
O=C(Nc1ccc(Cl)cc1)OCc1ccco1	-3	-13
c1cnc(-c2n[nH]c(C3CCN(CC4CCCCC4)CC3)n2)cn1	-5	-1
CN(C)C1CN(C(=O)CCc2ccccc2)CCC1(O)c1ccccc1 (stereo not drawn)	-4	-5
CCc1nn(-c2ccc(F)cc2)c(CC)c1C(=O)N1CCN(C)CC1	-3	10
COC(=O)c1ccccc1NC(=O)C1CC(c2cccc(OC)c2OC)=NO1 (stereo not drawn)	-2	-12
O=C1CC(N2CCN(c3ccc(Cl)c(Cl)c3)CC2)C(=O)N1c1ccccc1 (stereo not drawn)	-2	2
Nc1cc(C(=O)Nc2ccc(F)cc2F)c(-c2ccccc2)cn1	5	19
O=c1c2ccccc2ncn1CCCOc1cccc(Br)c1	-11	-4
O=C(O)c1ccc(N2C(=O)CC(N3CCN(Cc4ccccc4)CC3)C2=O)cc1 (stereo not drawn)	-8	6
CCn1nc(C)cc1C(=O)Nc1nc2c(s1)CC(C)CC2 (stereo not drawn)	-6	12
CC1CCN(S(=O)(=O)N2CCCC(C(=O)NCCCOC(C)C)C2)CC1 (stereo not drawn)	-7	-7
CCSc1ccc(-c2cccc(NC(=O)C3CCCO3)c2)nn1 (stereo not drawn)	-4	3
CCCc1nnc(NC(=O)c2ccccc2OCC)s1	-3	-2
Cc1cc(C)cc(N2CC(C(=O)NCCN(C)C)CC2=O)c1 (stereo not drawn)	-5	4
CS(=NC(=O)c1cccc2nonc12)c1ncccc1C(F)(F)F (stereo not drawn)	6	.
O=C(Nc1cccnc1)c1cc(-c2ccccc2Cl)nc2ccccc12	-10	10
Cc1cc(C)cc(S(=O)(=O)N2CCC(CN3CCCC(C)C3)CC2)c1 (stereo not drawn)	-7	4
CC1=C(C(=O)Nc2ccc(C)cc2Cl)C2(CCCCCC2)OC1=O	-2	-15
COc1ccc(S(=O)(=O)NCCSC(C)(C)C)cc1	-3	-9
Cc1ccc(C=C2Oc3c(ccc(O)c3CN3CCCC3)C2=O)cc1	-42	18
O=C(c1nc2ncccn2n1)N1CCn2c(nnc2-c2ccccc2)C1	18	14
COc1ccc(Cl)cc1C(=O)N1CCC(c2nc3ccncc3n2CC(C)C)C1 (stereo not drawn)	-7	7
CCc1cc(C2CCCN2C(=O)c2cc(C(F)(F)F)nn2C)on1 (stereo not drawn)	5	-6
O=C(CSc1ncc(CO)n1Cc1ccc(Cl)cc1)NCc1ccco1	13	9
Nc1ccc(-c2nc3ccccc3c(=O)[nH]2)cc1	4	4
O=C(Nc1ccccc1Br)C(=O)N1CCCC1	-9	-4
CCOc1ccc(C2C(=O)N(C3CCCCCC3)CC(=O)N2C2CC2)cc1OC (stereo not drawn)	-4	8
O=C(c1ccc(COc2ccc(F)cc2)o1)n1cccn1	0	-4
C=CCOc1ccc(C(C2=C(O)CC(C)(C)CC2=O)C2C(=O)CC(C)(C)CC2=O)cc1 (stereo not drawn)	-2	3
NC(=O)CN(Cc1ccc(Br)cc1)S(=O)(=O)c1ccc(Cl)cc1	-1	-1
COC(=O)Nc1nc2ccc(S(=O)(=O)O)cc2[nH]1	2	-1
Cc1ccc(C(=O)N2CCc3nc(-c4cccc(C)c4)[nH]c(=O)c3C2)cc1	4	10
O=C(Nc1nnc(-c2ccc(Cl)s2)o1)c1cccc([N+](=O)[O-])c1	-1	-3
CC(C)CC(=O)NC(C(Cl)(Cl)Cl)S(=O)(=O)c1ccc(Cl)cc1 (stereo not drawn)	-13	-5
COc1ccc(S(=O)(=O)N2CCc3ccccc3C2)cc1OC	-8&1	-4&-8
CCN(C)C(=O)C1CN(C(=O)CC(C)C)CC1c1cccc(C(F)(F)F)c1 (stereo not drawn)	-7	10

4 of these compounds, reformatted:
COc1ccc(CC(=O)Nc2ccccc2C(=O)Nc2ccc(C(=O)O)cc2)cc1
  Pf apPOL block: 4
  mHTT CaM bind: -2

COc1ccc(/C=C2/N=C(c3ccccc3Cl)OC2=O)c(OC)c1
  Pf apPOL block: 1
  mHTT CaM bind: 4

CCC(C)Nc1ncnc2c1cnn2-c1ccc(OC)cc1 (stereo not drawn)
  Pf apPOL block: -8
  mHTT CaM bind: 8

C=CCOc1ccc(C(O)=C2C(=O)C(=O)N(CCCn3ccnc3)C2c2ccco2)cc1 (stereo not drawn)
  Pf apPOL block: 0
  mHTT CaM bind: 13

As entered above.
Pf apPOL block with O=C(Nc1nnc(-c2ccc(Cl)s2)o1)c1cccc([N+](=O)[O-])c1 → -1
mHTT CaM bind with O=C(Nc1ccccc1Br)C(=O)N1CCCC1 → -4
mHTT CaM bind with COc1ccc(Cl)cc1C(=O)N1CCC(c2nc3ccncc3n2CC(C)C)C1 (stereo not drawn) → 7

Six entries drawn at random from the list so far, as already listed:
SMILES	Pf apPOL block	mHTT CaM bind
CCOC(=O)C1C(=O)C=C(c2ccc(OC)c(OC)c2)CC1c1ccc(OC)cc1 (stereo not drawn)	2	-2
O=C(Nc1nc2ccc(Cl)cc2s1)c1ccc(S(=O)(=O)N2CCOCC2)cc1	3&2	2&2
O=C(Nc1nnc(-c2ccc(Cl)s2)o1)c1cccc([N+](=O)[O-])c1	-1	-3
CC1CCN(S(=O)(=O)N2CCCC(C(=O)NCCCOC(C)C)C2)CC1 (stereo not drawn)	-7	-7
CCc1cc(C2CCCN2C(=O)c2cc(C(F)(F)F)nn2C)on1 (stereo not drawn)	5	-6
CC1=C(C(=O)Nc2ccc(C)cc2Cl)C2(CCCCCC2)OC1=O	-2	-15

Later entries:
SMILES	Pf apPOL block	mHTT CaM bind
COc1ccc(-c2noc(C3CCN(CC(=O)NCc4ccc(C)cc4)CC3)n2)cc1	-3	2
COc1cccc(NC(=O)C2CCCN(S(=O)(=O)c3ccc(Br)s3)C2)c1 (stereo not drawn)	-7	-8
COc1cccc(N2C(=O)NC3CC2(C)Oc2ccc(OC)cc23)c1 (stereo not drawn)	3	6
COc1ccc(NC(=O)c2sc3cc(C)ccc3c2Cl)c(OC)c1	0	-3
O=C(c1cccc(F)c1)N1CCC(Nc2cccnc2)C1 (stereo not drawn)	-1	-2
C(=C1c2ccccc2-c2ccccc21)C(C=C1c2ccccc2-c2ccccc21)c1ccccc1	-7	.
CN(C1CCCCC1)S(=O)(=O)c1ccc(N)cc1	-1	-6
O=C(COc1ccc(Cl)cc1)Nc1ccc(SCC(=O)N2CCCC2)nn1	-2	-13
O=C(O)CNS(=O)(=O)c1cccc2nsnc12	0	-25
Cc1cc(C)n(C(=O)Cn2nc(C(F)F)cc2C)n1	-2	0
CCCCNC(=O)CN1C(=O)/C(=C/c2ccc(Cl)cc2)Sc2ccccc21	-11	-3
Cc1oc(COc2ccc(C(=O)O)cc2)cc1C(=O)O	-3	2
O=C(c1cc(-c2cccnc2)nc2ccccc12)N1CCCC1	-6	-12
CC(C)CCNC(=O)N1CCCC1c1ccc(Cl)cc1 (stereo not drawn)	-2	-3
COc1ccc(C(=O)NN=Cc2coc3ccccc3c2=O)cc1	35&13	.
Cc1ccc(C)c(N2CCN(CC3CC4C=CC3C4)CC2)c1 (stereo not drawn)	-2	-6
Cc1cc(Br)ccc1NC(=O)C(NS(=O)(=O)c1cccs1)c1ccccc1 (stereo not drawn)	-2	2
CCn1c(=O)c(N2CCC(NC(=O)NCCOC)CC2)nc2ccccc21	-2	2
Cc1cc(C)cc(NC(=O)C2(C)Oc3cccnc3NC2=O)c1 (stereo not drawn)	-6	-2
CCOC(=O)CNC(=O)N1CCCC1c1ccc(OC)cc1 (stereo not drawn)	-5	-3
COc1ccc(-n2nc(C(=O)N3CCCC3)c3ccccc3c2=O)c(OC)c1	3	-12
CCCSc1nnc2c(n1)OC(c1cccs1)Nc1ccccc1-2 (stereo not drawn)	0	6
COc1ccccc1NC(=O)Cn1c(C)nc2c(c1=O)CCN(Cc1ccccc1)C2	-3	15
CCOC(=O)C(C)Oc1ccc2c(c1)OC(=Cc1ccc(OC)cc1)C2=O (stereo not drawn)	2	-21
CCOC(=O)CCC(=O)Nc1ccc(S(=O)(=O)N2CCc3ccccc32)cc1	-8	-14
Cc1cccc(C)c1NC(=O)CN1C(=O)C(=O)c2ccccc21	-7	4
COc1ccc(Cc2nnc(NC(=O)Nc3cccs3)o2)cc1	-1	54*
O=C(O)COc1ccc2c(c1)OCCO2	-3	1
COc1ccc(C2CN(S(=O)(=O)c3ccc(F)c(F)c3)CCN2C)cc1 (stereo not drawn)	-4	5
Cc1ccc(-c2nc(SC3CC(=O)N(c4ccccc4)C3=O)n[nH]2)cc1 (stereo not drawn)	-11	0
COc1ccccc1OCCn1c(CCNC(=O)c2cccc(C)c2)nc2ccccc21	-11	7
COc1ccc(N2C(=O)CCC(C(=O)Nc3ccc4c(c3)OCCO4)C2c2ccc(F)cc2)cc1 (stereo not drawn)	-4	37
CC(C)(C)c1ccc(C(=O)CCCN2CCC(OC(c3ccccc3)c3ccccc3)CC2)cc1	-10	.
CCc1cccc(C)c1NC(=O)c1ccccc1Br	8	-7
COc1ccc(OC)c(S(=O)(=O)N2CCN(Cc3nnnn3-c3ccccc3)CC2)c1	-6	-4
N/C(=N\OC(=O)c1cccc(F)c1)c1cccnc1	-2	i
CCCC1c2cccn2CCN1C(=O)Nc1ccccc1OC (stereo not drawn)	-10	26
CCC(C#N)(c1ccccc1)c1ccc(N=Cc2cc(Cl)cc(Cl)c2O)cc1 (stereo not drawn)	26	.
